ASM inhibitor: Inhibitors of Secretory Acid Sphingomyelinase (S-ASM): qHTS; Sphingomyelin phosphodiesterase (Homo sapiens), P17405; placental ASM, HMU-PC fluorogenic substrate, 60 min; Potency, µM (titrated, usually from 57.5 µM), for inactives: top-dose activity change, negative = inhibition, usual class: inhibitors; actives 0.006% (n = 340,000); AID 504937, 2011; further: potency means the concentration at half of the fitted maximal effect
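Human placenta-derived ASM enzyme was preincubated with compound for 10 minutes at room temperature, then given fluorogenic substrate HMU-PC0 (9 uM final) for 60 minutes at 37 °C; a pH 10 stop preceded fluorescence reading at Ex 386/Em 447 nm.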
TSG101-PTAP inh: qHTS Assay for Iinhibitors of HIV-1 Budding by Blocking the Interaction of PTAP/TSG101 | Potency, µM (highest dose often 115 µM), inactives show top-dose activity change, negative = inhibition, hits mostly inhibitors | Fluorescence polarization, FITC-PTAP peptide / Tsg101 binding | 340,000 tested, under 10 active | Tumor susceptibility gene 101 protein (Homo sapiens), Q99816 | AID 493005, 2010; active means well fitted inhibition curve with a large enough effect in the main read-out, with a control signal flat, not every such curve was filed as active; inconclusive means small, poorly fitted or top-dose-only effect, or effect the other way, or a change in a side signal; inactive means no such curve, though single readings can be large or run the other way; further: potency means the concentration at half of the fitted maximal effect; % of control where 0% means no effect
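FP read-out: FITC-PTAP peptide, 50 nM final, binding Tsg101 binding domain, 10 uM final; 20 min, r.t.; 10 mM HEPES pH 7.5, 0.15 M NaCl, 0.01% Tween 20, 3 mM EDTA, 0.1 mM TCEP.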
TCR activator: Activators of T cell receptors: qHTS campaign | Potency, µM (top dose mostly 9.22 µM), for inactives: at the top dose activation of IL-2 secretion, usual class: activators | 330,000 tested, under 10 active | primary human leukocytes, anti-CD3, IL-2 HTRF, 48 h; further: % of control where 0% means no effect
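Human primary leukocytes + a-CD3 beads + cpd, 48 hr; IL-2 in supernatant by HTRF (ex 320nm / em 665nm). No co-stimulatory signal supplied.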
MLL CXXC-DNA inh: qHTS Fluorescence Polarization Assay for Inhibitors of MLL CXXC domain - DNA interaction. Potency, µM (series often up to 115 µM), inactives show at the top dose activity change, negative = inhibition, actives largely listed as inhibitors. Histone-lysine N-methyltransferase 2A (Homo sapiens), Q03164. actives 0.037% (n = 290,000). MLL-CXXC / FITC-HOXA9 DNA fluorescence polarization; active means well fitted inhibition curve with a large enough effect in the polarisation, with a control signal flat, not every such curve was filed as active; inconclusive means small, poorly fitted or top-dose-only effect, or effect the other way, or a change in a side signal; inactive means no such curve, though single readings can be large or run the other way; the % refers to the polarisation; further: potency means the concentration at half of the fitted maximal effect
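Fluorescence polarization: 7 uM MLL-CXXC (stock) preincubated 5 min with compounds, then 50 nM fluorescein-HOX-A9 DNA (stock) added; 30 min ambient. Buffer 50 mM Tris-HCl pH 7.5, 50 mM NaCl, 1 mM DTT, 0.05% BSA.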
A-T KAP1 phos: qHTS Assay for Identifying a Potential Treatment of Ataxia-Telangiectasia. […] A-T fibroblasts, KAP-1 phosphorylation AlphaLISA; neocarzinostatin DNA damage 30 min before lysis. Potency, µM (titrated, usually from 57.5 µM), inactives show top-dose activation, usual class: activators. actives 0.19% (n = 320,000); further: potency means the concentration at half of the fitted maximal effect; % of control where 0% means no effect; nearly all actives have a fitted effect of over 45% in size
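hTERT-immortalized A-T patient fibroblasts ([…]), 500 cells/well in OPTI-MEM, 1% FBS, got compounds for 60 min, then NCS for 30 min at 37C. Lysates were then assayed for phospho-KAP-1 by AlphaLISA (anti-pKAP1 donor, anti-KAP1 acceptor beads), 6 hr at 25C.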
TSHR antag: Antagonists of the Thyroid Stimulating Hormone Receptor: HTS campaign | Thyrotropin receptor (Homo sapiens), P16473 | TSHR-expressing cells, TSH-stimulated cAMP HTRF, 2 h; stronger effect = lower value | activity change, negative = inhibition, % at 11.5 µM | actives 0.2% (n = 330,000) | AID 504810, 2011;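 active means activity change below a set negative limit, meaning inhibition stronger than a set level, cut at about -70% in these data; inconclusive means activity change between two set negative limits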; further: on the % scale 0 is the no-effect control and ±100 the full control effect
Target sequence (P16473 whole entry, looked up): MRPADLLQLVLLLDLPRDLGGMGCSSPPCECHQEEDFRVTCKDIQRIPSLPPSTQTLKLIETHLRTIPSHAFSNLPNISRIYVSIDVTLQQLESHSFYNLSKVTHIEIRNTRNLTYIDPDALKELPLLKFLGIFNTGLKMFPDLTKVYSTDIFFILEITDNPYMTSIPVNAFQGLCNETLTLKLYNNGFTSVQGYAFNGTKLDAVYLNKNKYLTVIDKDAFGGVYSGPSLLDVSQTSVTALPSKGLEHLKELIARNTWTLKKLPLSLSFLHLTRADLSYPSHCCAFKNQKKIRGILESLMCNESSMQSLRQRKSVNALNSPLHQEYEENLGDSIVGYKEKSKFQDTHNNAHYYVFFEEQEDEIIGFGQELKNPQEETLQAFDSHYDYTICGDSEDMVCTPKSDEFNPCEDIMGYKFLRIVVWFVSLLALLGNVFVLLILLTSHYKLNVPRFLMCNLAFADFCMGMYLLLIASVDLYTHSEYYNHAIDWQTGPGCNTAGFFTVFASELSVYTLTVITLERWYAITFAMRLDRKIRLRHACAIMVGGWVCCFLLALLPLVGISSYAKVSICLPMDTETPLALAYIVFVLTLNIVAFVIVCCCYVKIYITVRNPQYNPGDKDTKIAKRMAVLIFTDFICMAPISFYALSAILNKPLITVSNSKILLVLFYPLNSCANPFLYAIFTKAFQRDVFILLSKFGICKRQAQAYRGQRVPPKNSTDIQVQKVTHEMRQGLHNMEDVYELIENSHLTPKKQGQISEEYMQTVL
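TSHR-expressing cells, 200/well, pre-treated with compound, then stimulated with EC80 TSH (4nM final) for 2 hours at 37 deg C. cAMP measured by competitive HTRF: anti-cAMP cryptate antibody in lysis buffer plus cAMP-d2, read after 30 minutes at room temperature.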
Menin MLL FP TR: qHTS Assay for Inhibitors Targeting the Menin-MLL Interaction in MLL Related Leukemias: Competition With Texas Red Labeled MLL-derived Mutant Peptide. O00255. Potency, µM (top dose mostly 61.6 µM), for inactives: at the highest dose FP activity change, negative = inhibition, most hits filed as inhibitors. Menin + Texas Red MLL mutant peptide, fluorescence polarization. actives 0.23% (n = 270,000); active means well fitted inhibition curve with a large enough effect in the polarisation, with a control signal flat, not every such curve was filed as active; inconclusive means small, poorly fitted or top-dose-only effect, or effect the other way, or a change in a side signal; inactive means no such curve, though single readings can be large or run the other way; the % refers to the polarisation; further: potency means the concentration at half of the fitted maximal effect; % of control where 0% means no effect; many of its hits are not listed in these tables
Mito fusion yeast: qHTS Assay for Small Molecule Inhibitors of Mitochondrial Division or Activators of Mitochondrial Fusion; actives 0.23% (n = 320,000); Potency, µM (doses to about 46.1 µM), for inactives: top-dose growth rescue (activation), most hits filed as activators; S. cerevisiae fusion-defective mutant growth rescue, CellTiterGlo 48 h; AID 485298, 2010;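 further: potency means the concentration at half of the fitted maximal effect; % of control where 0% means no effect; nearly all actives have a fitted effect of over 45% in size; temperature-sensitive fusion mutants such as fzo1-1 at 37 °C on non-fermentable ethanol glycerol medium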
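Luminescent cell viability in 1536-well qHTS format served as the measure of rescued growth in ts fusion-mutant S. cerevisiae cultured on non-fermentable YPEG for 48 hours at 37C.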
Integrin act MD: qHTS for Activators of Integrin-Mediated Alleviation for Muscular Dystrophy. alpha7betagal myoblasts, beta-gal FDG fluorescence, 48 h. Potency, µM (doses to about 38.3 µM), for the others: at the highest dose activation, most hits filed as activators. actives 0.064% (n = 350,000). AID 624291, 2012;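 further: potency means the concentration at half of the fitted maximal effect; 100% = response of the positive control SU9516; nearly all actives have a fitted effect of over 60% in size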
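alpha7betagal+/- myoblasts (passage 13, 250/well) treated 48 h at 37C with compounds at 1:260 dilution of DMSO stock. Lysed, then beta-galactosidase activity read as FDG fluorescence (ex 480/em 540) after 30 min, with pre-read for autofluorescence.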
MBNL1-CUG inh: qHTS Assay for Inhibitors of MBNL1-poly(CUG) RNA binding. TR-FRET MBNL1-His/biotin-(CUG)12 binding, 665/545 ratio. Potency, µM (doses to about 57.5 µM), inactives show top-dose activity change, negative = inhibition, most hits filed as inhibitors. actives 0.036% (n = 280,000). AID 2675, 2010; active means well fitted inhibition curve with a large enough effect in the signal ratio, with a control signal flat, not every such curve was filed as active; inconclusive means small, poorly fitted or top-dose-only effect, or effect the other way, or a change in a side signal; inactive means no such curve, though single readings can be large or run the other way; the % refers to the signal ratio; further: potency means the concentration at half of the fitted maximal effect; on the % scale 0 is the no-effect control and ±100 the full control effect
Target sequence (Q9NR56 whole entry, looked up): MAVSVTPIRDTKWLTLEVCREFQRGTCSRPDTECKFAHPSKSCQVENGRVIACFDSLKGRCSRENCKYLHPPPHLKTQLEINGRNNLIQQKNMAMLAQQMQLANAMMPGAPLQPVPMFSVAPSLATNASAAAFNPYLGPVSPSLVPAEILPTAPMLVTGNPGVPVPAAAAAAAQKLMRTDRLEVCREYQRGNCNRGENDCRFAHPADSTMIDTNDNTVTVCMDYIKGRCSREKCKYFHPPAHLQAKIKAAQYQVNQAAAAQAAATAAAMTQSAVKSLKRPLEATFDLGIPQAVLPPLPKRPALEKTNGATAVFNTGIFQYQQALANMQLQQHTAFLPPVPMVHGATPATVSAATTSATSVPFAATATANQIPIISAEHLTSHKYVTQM
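TR-FRET readout: Ex 340 nm, 665/545 nm emission ratio, normalized to buffer-only (basal) and MBNL1-(CUG)12 controls. Complex of MBNL1-His with Biotin-(CUG)12, compounds 92 nM–58 uM, incubated 60 min at room temperature.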
* hit, by the source's call; i = inactive; ? = inconclusive; . = no result given; [ ] = dose if it differs, or a comment. Unless noted, the call rests on the fitted dose curve; in most records, active means well fitted curve in the direction sought with a large enough effect; inconclusive means small, poorly fitted or top-dose-only effect, or another doubt; inactive means no such curve, though single readings can be large; an effect the other way counts as inactive or inconclusive. These rows are one share of the data; count on the stated rates, not on these rows.

smiles | ASM inhibitor | TSG101-PTAP inh | TCR activator | MLL CXXC-DNA inh | A-T KAP1 phos | TSHR antag | Menin MLL FP TR | Mito fusion yeast | Integrin act MD | MBNL1-CUG inh
CCOc1ccc(N(CC)C(=O)c2nn(-c3ccc(OC)cc3)c(=O)c3c2c2ccccc2n3C)cc1 | -7.7% | -3.3% | -3.9% | -12.8% | -2.2% | 11.9 | 4.1% | -6.5% | 14.4% | 3.6%
CCOc1nc(Nc2ccccc2)nc(OCC)n1 | -0.8% | -2.3% | -4.9% | -1.2% | 5.2% | 21.9 | -6.2% | -7.0% | 6.3% | -2.1%
CC(C)NC(=O)CN(Cc1ccc(F)cc1)C(=O)CCC(=O)Nc1ccccn1 | 0.0% | -1.9% | -4.5% | 2.6% | -1.8% | -13.6 | -13.7% | 2.0% | -16.2% | -4.6%
CCCCC1=NN(C(=O)c2ccco2)C(O)(C(F)(F)F)C1 (stereo not drawn) | 4.2% | 1.4% | -1.1% | -7.7% | -4.8% | -1.8 | -7.5% | 5.3% | -19.0% | 2.0%
CC(C)(C)C(=O)NCCCc1nc2ccccc2n1CCCOc1ccc(Cl)cc1 | -5.1% | 0.8% | -4.5% | -13.4% | 15.4% | -16.4 | -15.4% | -0.9% | -17.6% | 0.5%
O=C(CN1C(=O)NC2(CCc3ccccc32)C1=O)NCc1ccc(F)cc1 (stereo not drawn) | -2.2% | -0.5% | 2.2% | . | -4.8% | 50.8 | . | 3.1% | 14.6% | .
Cc1ccc(S(=O)(=O)N2CCC(C(=O)O)CC2)cc1C(=O)O | 2.3% | -2.5% | -17.2% | 2.6% | 11.7% | 30.5 | 1.5% | 1.1% | 0.0% | -22.1%
O=C1/C(=C/c2cccnc2)SC(=S)N1Cc1ccco1 | -11.0% | -1.4% | 84.5% | . | . | . | . | . | -28.5% | .
C1CCN(c2nc(N3CCCCC3)nc(N3CCNCC3)n2)CC1 | -0.8% | -4.4% | -3.5% | 0.2% | -5.0% | 12.8 | 6.3% | -2.1% | -11.7% | -3.4%
CCCCCCN1C(=O)CC(NC(=O)OCC2c3ccccc3-c3ccccc32)C/C=C\C1C(C)C (stereo not drawn) | -1.4% | -7.5% | -6.1%[46.1 µM] | . | 7.0% | -35.8 | . | . | -12.7% | .
C[C@H](CO)N1C[C@H](C)[C@@H](CN(C)S(=O)(=O)c2ccc(F)cc2)Oc2c(NC(=O)Nc3ccccc3)cccc2C1=O | -0.6% | -5.1% | -7.7% | . | 14.4% | -8.2 | . | . | 1.7% | .
COc1cc(S(=O)(=O)N2CCN(C)CC2)c(OC)cc1Br | 2.6% | -1.0% | -3.7% | -0.8% | -1.2% | 9.8 | -0.6% | -2.2% | 0.6% | -2.0%
Cc1ccc(C)c(OCCC(=O)OCC(=O)N2CCN(S(=O)(=O)c3ccc(Cl)cc3)CC2)c1 | -3.0% | -4.9% | -2.0% | . | -0.7% | 27.9 | . | -1.2% | 5.0% | .
CCOC(=O)CC(=O)c1sc2c(c1N)c(=O)[nH]c(=O)n2-c1ccc(OC)cc1 | -2.2% | -5.9% | 0.2% | 3.0% | -3.4% | 7.0 | 92.9%[activator] | 1.6% | -12.1% | 13.4%
Cc1ccc(-c2c3c(=O)n(C)c(=O)n(C)c3cn2Cc2ccccn2)cc1 | 12.4% | -2.3% | -16.0% | -2.3% | 5.6% | -7.6 | -16.4% | 1.0% | -5.0% | 3.6%
CCOC(=O)c1nonc1NC(C)=O | 3.8% | -3.5% | 2.6%[46.1 µM] | -2.2% | 1.4% | -9.5 | -14.0% | -1.2% | -10.7% | -0.2%
CCCc1cc(=O)n2[nH]c(NCc3ccccc3Cl)nc2n1 | 66.7%[activator] | -9.6% | 5.0% | -6.7% | 10.8% | -17.2 | 0.4% | -3.4% | 11.2% | 7.9%
COc1cc(C(=O)N(C)c2nnc(-c3cccnc3)s2)cc(OC)c1OC | . | . | . | 0.3% | -2.8% | 6.5 | -10.9% | 0.4% | . | -0.2%
CCOC(=O)Cc1csc(NC(=O)C(C)c2ccc([N+](=O)[O-])cc2)n1 (stereo not drawn) | 0.6% | -1.3% | -10.9% | -3.2% | -3.6% | -0.8 | 10.9% | -7.6% | 0.4% | ?
Cc1nc2ccccc2cc1C(=O)N/N=C/c1ccc([N+](=O)[O-])cc1 | -3.8% | -1.3% | -4.8%[46.1 µM] | 6.5% | -3.6% | -0.7 | 0.7% | -1.2% | 10.8% | ?
CCC(=O)Oc1ccc2c(c1)OC1(OC(C)=O)OC(C)CC1=C2C (stereo not drawn) | i | -0.3% | -15.8% | 102.3%[activator] | -6.1% | 2.8 | . | -1.2% | 0.0% | .
N#C/C(=C(/O)CSc1ncn[nH]1)c1nc2ccccc2[nH]1 | 58.1%[activator] | 0.7% | -1.7% | -3.2% | 2.1% | -8.1 | ? | -3.7% | 18.0% | -0.4%
Clc1cccc(C[n+]2cc(-c3ccccc3)n3c2CCC3)c1 | 0.6% | -4.1% | 4.5%[46.1 µM] | 2.8% | -2.2% | -1.3 | -6.0% | -0.9% | -32.2% | -7.9%
CCCn1c(SCC(=O)Nc2cc(Cl)ccc2OC)n[nH]c1=O | 1.2% | 0.1% | -4.2% | -2.1% | . | -16.8 | -8.4% | -3.9% | -7.0% | -4.3%
Cc1ccc(NC(=S)NC(=O)c2cccs2)cc1F | -2.4% | -1.0% | -3.7%[46.1 µM] | . | 15.8% | 4.4 | . | . | -46.7%[inhibitor] | .

(continued)
smiles | ASM inhibitor | TSG101-PTAP inh | TCR activator | MLL CXXC-DNA inh | A-T KAP1 phos | TSHR antag | Menin MLL FP TR | Mito fusion yeast | Integrin act MD | MBNL1-CUG inh
O=C(COC(=O)Cc1ccc(Cl)c(Cl)c1)NCc1ccco1 | 4.9% | -0.4% | -3.5% | . | -0.2% | 2.7 | . | -5.1% | 1.3% | .
O=C(N/N=C/c1ccc(OCc2cnc(Cl)s2)cc1)c1ccncc1 | -3.0% | -6.7% | -2.1% | 3.5% | -3.3% | 0.8 | 4.9% | -1.8% | -21.3% | ?
N#Cc1cc2c(cc1NC(=O)CCn1cnnn1)OCO2 | 2.4% | -2.1% | -4.1% | 4.6% | 4.3% | -24.7 | 16.9% | 14.2% | -2.8% | -1.7%
Cc1ccc(-c2nnn(CC(=O)N(c3cccc(F)c3)C(C(=O)NC3CCCC3)c3ccco3)n2)o1 (stereo not drawn) | 0.7% | -3.7% | 0.2% | -3.7% | 1.2% | -4.1 | ? | 1.2% | -22.2% | -4.4%
O=C1Nc2ccc(Cl)cc2C12OCCCO2 | 2.9% | -4.3% | -3.2% | -14.3% | 6.9% | -1.4 | -11.9% | -2.5% | ? | 1.1%
CC(=O)N1CCc2cc(S(=O)(=O)CCC(=O)Nc3ccc(Cl)cc3F)ccc21 | 1.4% | -1.8% | -3.8% | 2.4% | 1.2% | -3.1 | -6.9% | -10.2% | 14.1% | -5.9%
CC(C)NC(=O)CSc1ccccc1C(=O)NNC(=O)Cn1ccc(C(F)(F)F)n1 | 3.0% | -0.8% | 2.5% | . | 15.4% | 11.0 | . | -5.6% | 13.2% | .
O=C(C1CCN(S(=O)(=O)c2cccc3cccnc23)CC1)N1CC=C(c2ccccc2)CC1 | . | . | . | -4.3% | 6.6% | -22.1 | -2.7%[11.7 µM] | 6.6% | . | 1.3%
CC1CCN(C(=O)c2cccc(S(=O)(=O)N3CCCCC3)c2)CC1 | 2.6% | -10.5% | . | -1.5% | 4.7% | -13.2 | -2.6% | 6.4% | 12.4%[7.66 µM] | 1.8%
COc1ccc(Cl)cc1Nc1nc(-c2sc(NC(=O)C(C)(C)C)nc2C)cs1 | 6.9% | -1.7% | 1.7% | 7.3% | 0.7% | -9.7 | ? | 1.7% | 4.2% | 95.2%[activator]
